RAD54 branch: blocks human RAD54 Holliday junction branch migration. AID 602329. inhibition, % at 10.4 µM. FAM/BHQ fluorescence. 360,000 compounds, 0.14% hits;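 active = mean normalized replicate activity at least 40 and at least half of replicates scoring 40 or more; inconclusive = only one of the two criteria met; inactive = mean below 40 and under half of replicates reaching 40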;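 also: 0% = median of neutral control wells and 100% = median of positive control wells; inhibitors cause a drop in the FAM fluorescence signal; in these data hits start at about 50%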
E-selectin induc: induces E-selectin expression in human endothelial cells; HUVEC E-selectin immunofluorescence imaging; normalized: neutral wells 0, TNF-alpha wells 100; activation, % at 7.58 µM; 260,000 compounds, 0.37% hits;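 active = mean E-selectin-positive cell signal at least 10% of the positive control, reached in at least 60% of replicates, without over 20% cell loss; inconclusive = no rule given, readout overlaps actives, possibly toxicity-flagged; inactive = the rest, including those meeting only one limit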;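 also: in these data hits start at about 27%; measured in HUVEC primary endothelial cells; signal is the percent of cells scored E-selectin positive by PE staining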
Target sequence (P16581 whole entry, looked up): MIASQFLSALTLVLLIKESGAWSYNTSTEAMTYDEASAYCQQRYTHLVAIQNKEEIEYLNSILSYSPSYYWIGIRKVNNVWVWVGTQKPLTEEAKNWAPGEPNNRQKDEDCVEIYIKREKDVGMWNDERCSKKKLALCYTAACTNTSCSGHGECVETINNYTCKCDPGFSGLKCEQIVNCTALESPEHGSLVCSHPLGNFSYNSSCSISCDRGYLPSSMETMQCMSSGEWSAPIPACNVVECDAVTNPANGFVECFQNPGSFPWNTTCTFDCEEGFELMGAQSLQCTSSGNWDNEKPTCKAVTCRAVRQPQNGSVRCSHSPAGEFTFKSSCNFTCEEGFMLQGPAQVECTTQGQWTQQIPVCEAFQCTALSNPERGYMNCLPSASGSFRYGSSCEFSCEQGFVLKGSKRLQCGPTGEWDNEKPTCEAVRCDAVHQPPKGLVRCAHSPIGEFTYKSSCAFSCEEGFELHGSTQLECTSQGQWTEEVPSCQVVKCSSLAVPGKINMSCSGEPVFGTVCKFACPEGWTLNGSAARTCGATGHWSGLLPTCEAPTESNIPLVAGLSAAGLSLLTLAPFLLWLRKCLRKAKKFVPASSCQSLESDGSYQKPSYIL
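assay system = HUVEC, human umbilical vein endothelial cells | input = 3,000 HUVEC seeded per well | medium = EGM-2 growth medium on 0.1% gelatin-coated wells | dosing = one compound dose added by pin transfer | signal = immunofluorescence imaging | read-out basis = % PE-positive cells | control set = TNF-alpha, DMSO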
INS-1E GSIS act: primary screen for activators of insulin secretion dependent on glucose, INS-1E cells, GLuc reporter luminescence; INS-1E GLuc reporter insulin secretion, 2-3 h; activation, % at 16.6 µM; 370,000 compounds, 0.61% hits; AID 743287;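 active = lowest replicate activation of at least 40%, so every replicate reaches that level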;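 also: 0% = median of neutral control wells and 100% = median of IBMX positive control wells; some compounds called inactive have numbers as strong as hits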
CFTR F508del cor: CFTR F508del correction in bronchial cells; CFBE cells, YFP halide quenching; stimulated with forskolin plus potentiator P3; % fluorescence drop versus neutral controls; activity (quench increase), % at 7.58 µM; 350,000 compounds, 0.36% hits; AID 720511;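 active = mean added fluorescence quench of at least 8% versus neutral control, with both replicates also reaching 8%; inconclusive = only one of the mean or replicate conditions met; inactive = mean below 8% and not both replicates reaching 8%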;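 also: cells transiently co-express mutant CFTR-F508del with the halide-sensitive YFP; corrector assay measuring rescue of mutant channel to the surface after 24 h compound exposure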
RAD52 anneal inh: blocks human RAD52 DNA annealing. P43351. recombinant RAD52 DNA annealing, FRET fluorescence. inhibition, % at 18.7 µM. 360,000 compounds, 0.46% hits. AID 651710;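 active = every replicate showing at least 50% inhibition; inconclusive = mean inhibition at least 50% but not in every replicate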
XiGFP reactiv: activators of X-chromosome reactivation in mouse fibroblasts. XiGFP mouse fibroblasts, % GFP-positive cells imaging, 3 d; cells co-treated with 5-aza-dC sensitizer; scaled so ellipticine positive control = 100%. activation, % at 7.58 µM. 360,000 compounds, 0.055% hits. AID 743238;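 active = mean normalized replicate activation at least 10% and every replicate at or above 10%; inconclusive = only one of the two criteria met; inactive = mean below 10% and not all replicates reach 10%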;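 also: 0% = median of on-plate neutral control wells and 100% = ellipticine 6 µM median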
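System: XiGFP fibroblasts, SV40-immortalized. Medium: DMEM plus 5-aza-dC sensitizer. Doses: single point. Timing: 3 d treatment, 15 min room-temperature fixation. Control set: ellipticine 6 µM.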
DENV2 CPE rescue: DENV2-induced cell death inhibition. CPE inhibition, % at 9.99 µM. AID 651640. 350,000 compounds, 1.7% hits. DENV2-infected cells, cytopathic effect rescue, plate reader; in the data active = CPE inhibition above about 20%, passing the limit was not always enough; inconclusive = no clear call, values can overlap the other calls; tested in BHK-21 cells;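 also: 0% = median of neutral control wells and 100% = median of positive control wells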
CASP6 VEID inh: inhibitors of human caspase-6. P55212. purified caspase-6, Z-VEID-R110 cleavage fluorescence. inhibition, % at 12.5 µM. 350,000 compounds, 0.53% hits. AID 686996;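 active = mean inhibition across replicates at least about 35%, with every replicate also reaching that limit, limit read from the data; inconclusive = only one of the two criteria met; inactive = neither criterion met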;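 also: 0% = median of neutral control wells and 100% = no fluorescence left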
Target sequence (P55212 24-179 limits assumed): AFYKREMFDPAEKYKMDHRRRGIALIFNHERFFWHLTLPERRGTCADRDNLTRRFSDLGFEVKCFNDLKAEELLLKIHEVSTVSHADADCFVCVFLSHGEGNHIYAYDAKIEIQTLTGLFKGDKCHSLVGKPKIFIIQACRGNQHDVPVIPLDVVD
Target sequence (P55212 194-293 limits assumed): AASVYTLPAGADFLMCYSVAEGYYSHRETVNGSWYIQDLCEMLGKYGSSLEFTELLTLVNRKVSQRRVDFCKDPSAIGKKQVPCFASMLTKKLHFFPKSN
An asterisk follows results filed as active; ? = inconclusive; nt = not tested or not shown; & = joins results of further samples. Compounds as they come. About 3.7% of those tested had a hit in this group.

Every second line gives: CFTR F508del cor	INS-1E GSIS act	CASP6 VEID inh	DENV2 CPE rescue	RAD52 anneal inh	RAD54 branch	XiGFP reactiv	E-selectin induc
CCn1c(SCC(=O)Nc2cc(C)on2)nnc1-c1ccc(OC)cc1
  -1.5	10.0	0.3	12.2	-0.7	nt	0.0	nt
Cc1nnc(C)c2c(C)n(N)c(C)c12
  -1.4	24.8	2.6	0.1	37.8	-18.7	0.1	0.0
Cc1csc(NC(=O)C(NC(=O)c2ccccc2F)C(C)C)n1 (centres undefined)
  0.6	6.0	-1.2	2.4	-18.3	1.4	0.0	nt
COc1ccc(S(=O)(=O)Nc2ccc3c(c2)C(=O)N([C@@H](C)CO)C[C@H](C)[C@H](CN(C)S(=O)(=O)c2cccs2)O3)cc1
  -0.7	-1.8	1.3	-3.8	6.1	-1.9	-0.9	0.1
CCOCCCNC(=O)c1cc2cc3cc(OC)ccc3nc2o1
  -1.4	-0.6	-2.2	0.1	-6.7	-1.0	0.0	nt
CNC(=S)/N=C(/Nc1ccccc1)c1ccccc1
  0.1	1.7	-3.4	16.2	-9.1	nt	0.0	nt
Cc1ccc(S(=O)(=O)N(C)C[C@H]2OCCCC[C@@H](C)Oc3ccc(NC(=O)Nc4c(C)noc4C)cc3C(=O)N([C@@H](C)CO)C[C@H]2C)cc1
  -0.6	-14.8	-2.8	-2.2	-12.9	0.0	0.0	nt
O=C(CN1C(=O)S/C(=C/c2cccn2-c2ccc(O)cc2)C1=O)N1CCCC1
  -2.3	-1.2	0.8	-4.0	-39.3	1.5	-0.1	-0.1
CC1(NC(=O)Cc2ccc(S(=O)(=O)N3CCOCC3)s2)CCS(=O)(=O)C1 (centres undefined)
  -1.1	0.6	0.1	2.4	-12.1	4.3	0.0	-0.2
Cc1ccc(Sc2ncnc3onc(C)c23)c(C)c1
  2.2	3.8	1.1	nt	-10.1	nt	-0.4	0.6
C[C@H]1CN([C@@H](C)CO)C(=O)c2cc(NC(=O)c3ccncc3)ccc2O[C@@H]1CN(C)Cc1ccc(-c2ccccc2)cc1
  -3.1	-7.4	-0.3	-2.7	-18.9	-1.0	0.0	-35.6
CN(Cc1ccc2nsnc2c1)Cc1nc(Cc2cccc(F)c2)no1
  0.0	-21.0	-3.0	-1.2	-12.8	nt	-0.1	nt
COC(=O)c1sc2cc([N+](=O)[O-])cc(SCC(C)C)c2c1N
  nt	7.6	-1.2	2.0	-25.2	nt	0.1	nt
CCN(CC)C(=O)C1=C(C)N(CCCN2CCCC2=O)C(=O)C(CC(=O)NCCc2ccccn2)C1 (centres undefined)
  -1.4	-4.1	-7.5	3.5	-8.1	2.9	0.3	-0.1
O=C(Nc1ccc(O)cc1)C1CCCN1S(=O)(=O)c1ccc(F)cc1 (centres undefined)
  0.8	5.4	-0.5	3.9	-6.7	-1.7	0.3	-0.1
O=C(NCc1n[nH]c(=S)n1-c1ccc(Br)cc1)c1cccs1
  1.9	-2.2	13.5	-1.4	-2.1	nt	0.0	nt
CC[C@]1(C(=O)OC)[C@H]2C(=O)N(C)C(=O)[C@H]2[C@H]2CN=C(SCc3ccc(C)cc3)N21
  -1.5	12.7	-2.0	14.6	-13.2	-1.2	0.4	nt
Oc1cccc(/C=N/NC(=S)NCCN2CCOCC2)c1O
  1.3	23.4	4.8	-1.2	-12.8	nt	?	-0.2
C[C@@H]1CN([C@H](C)CO)C(=O)c2cc(C3=CCCCC3)cnc2O[C@@H]1CN(C)Cc1ccccc1C(=O)O
  -7.4&0.5&0.7	15.5&16.7	-2.7&2.8&1.4	-8.9&-5.1&2.9	-8.9&9.7&14.0	9.9&2.3&1.5	0.0&0.1	-1.7&-0.2
CCCn1nnnc1NCc1ccc(CC)cc1
  0.2	-13.9	-0.7	0.9	2.4	0.1	0.5	nt
Cc1cc(/C=C(\C#N)C(=O)O)c(C)n1-c1ccc(Br)cc1
  -1.7	-43.4	11.4	-1.7	-16.9	4.0	0.1	-0.1
Cc1cc(Br)cn2c(Cc3ccccc3C(F)(F)F)c(-c3ccco3)nc12
  -1.2	-4.6	1.0	-0.2	-9.9	nt	0.2	-6.6
C[C@@H]1CCCCO[C@@H](CN(C)C(=O)C2CCCCC2)[C@@H](C)CN([C@@H](C)CO)C(=O)c2cc(NC(=O)C3CCCCC3)ccc2O1
  -1.1	-21.1	0.6	1.9	8.9	-7.9	-0.3	0.2
COc1ccc(NC2CCCN(C(=O)CCC3=NNC(=O)CC3)C2)cc1 (centres undefined)
  0.6	-10.4	3.7	11.3	-18.6	24.3	0.3	-0.2
COc1ccc(OC)c(NC(=O)C2(C)CCN2Cc2cccc(OC)c2OC)c1 (centres undefined)
  1.3	-19.7	0.4	6.2	-13.4	-6.0	0.0	0.1
CCOC(=O)/C=c1\s/c(=C\c2sccc2C)c(=O)n1CC(=O)NCc1ccc(C)cc1
  1.7	-7.0	-1.1	-0.6	-16.8	nt	0.2	nt
COc1cc2ccccc2cc1C(=O)OCC(=O)N(C)c1c(N)n(Cc2ccccc2)c(=O)[nH]c1=O
  -2.2	-1.8	4.2	-5.4	-26.2	-8.6	-0.2	0.9
O=C(C1CC1)N1CC(=O)N2[C@H](C1)[C@H](c1ccc(Br)cc1)[C@@H]2CO
  -0.9	-9.1	1.4	6.2	2.2	nt	0.1	0.0
Cc1ccc(OCCCC(=O)Nc2ccc(S(=O)(=O)Nc3ccccn3)cc2)cc1
  0.9	10.5	-1.2	-1.7	-8.5	-4.4	0.0	9.4
c1ccc2c(c1)CCN(c1nc3ccccc3n3cnnc13)C2
  -0.6	1.0	1.2	4.0	-15.6	-6.7	0.1	1.2
CC(C)C[C@H](NC(=O)C1CCN(S(=O)(=O)c2ccccc2)CC1)C(=O)NCc1ccncc1
  0.9	-1.3	3.1	11.3	-5.2	0.5	0.1	nt
CCCCCCc1ccc(-c2ccc(C#N)cc2)cc1
  -2.0	-6.1	-2.9	-9.0	-5.4	nt	nt	nt
COC1CCN(C(=O)CC2C(=O)NCCN2CC2CCCCC2)CC1 (centres undefined)
  nt	-12.2	-9.0	0.4	-13.1	nt	0.0	nt
COc1ccccc1-c1ccc(SCc2ccc(C)cc2)nn1
  -0.6	-23.9	-2.7	1.6	-34.0	nt	0.2	8.1
C[C@H]1CN([C@@H](C)CO)C(=O)Cc2cc(NC(=O)CCCCCC(=O)Nc3ccccc3N)ccc2O[C@H]1CN(C)C(=O)NC1CCCCC1
  -1.7	14.7	-1.0	-0.1	3.1	3.6	0.0	1.0
CCN1CCN(c2ccc(S(=O)(=O)N3CCOCC3)cc2NC(=O)c2ccc(Cl)s2)CC1
  0.3	-11.7	-65.5	-8.3	22.9	-5.7	-0.1	-0.3
C[C@H]1CN([C@@H](C)CO)C(=O)c2cc(-c3ccncc3)cnc2O[C@@H]1CN(C)C(=O)Nc1ccc2c(c1)OCO2
  0.9	-2.1	-2.3	-3.3	-3.6	-10.1	0.1	-0.3
CC(C)n1c(O)c(N=Nc2ccccn2)c2ccccc21
  nt	nt	2.1	5.9	7.7	nt	0.1	1.4
CC(C)CC#Cc1cnc2c(c1)C(=O)N([C@H](C)CO)C[C@@H](C)[C@@H](CN(C)Cc1ccccc1F)O2
  3.5	-17.7	1.6	17.3	-4.7	-3.7	-0.7	-0.1
CC(C)CN1C(=O)/C(=C(/C#N)C(=O)NC2CCCCC2)c2ccccc21
  -0.8	-6.8	nt	-4.0	-9.8	nt	-0.1	nt
c1ccc(-c2ncc3ccccn23)cc1
  -0.5	8.5	-2.7	-1.9	-15.2	nt	0.2	nt
C[C@H](CO)N1C[C@H](C)[C@H](CN(C)C(=O)c2cccc(F)c2)Oc2cc(-c3cncnc3)ccc2S1(=O)=O
  0.2	-2.4	0.9	4.9	-4.0	-2.1	-0.2	1.3
O=C(O)CN1C(=O)C(=O)N(Cc2c(F)cccc2Cl)C1=O
  -3.8	-4.7	2.3	-0.5	6.0	9.6	0.0	nt
CCCCNC(=O)COC(=O)c1ccc(SC)cc1OC
  -0.6	-6.4	-3.6	-0.8	-9.8	nt	0.0	nt
CCCc1c(C(=O)Nc2ccc(N3CCOCC3)cc2)cnn1-c1ccccc1
  -1.0	-4.1	0.9	-2.2	-7.4	nt	0.0	1.2
C[C@@H]1CCCCO[C@H](CN(C)S(=O)(=O)c2ccc(Cl)cc2)[C@H](C)CN([C@H](C)CO)C(=O)c2cc(N(C)C)ccc2O1
  -5.0	-15.1	-0.9	88.6*	19.7	-4.6	-1.0	0.7
CCN(c1ccc(C(=O)CN2C(=O)NC3(CCOc4ccccc43)C2=O)cc1)S(C)(=O)=O (centres undefined)
  -1.6	-4.0	3.9	10.3	-24.8	-10.9	0.1	-0.8
CC(=O)NC1(C)CCC2CC1C(C)=NC2(C)C (centres undefined)
  -2.2	2.3	-0.9	4.8	-72.9	nt	0.0	0.1
CCOc1ccc(NC(=O)CC(Cc2cc(C)cc(C)c2)C(=O)O)cc1 (centres undefined)
  1.7	-12.0	-1.4	-1.0	-8.7	-6.2	0.1	nt
Cc1cc(OCC(=O)N[C@@H](CSCc2ccccc2)C(=O)O)c2c(C)c(C)c(=O)oc2c1
  -0.1	-5.4	0.2	-8.7	0.2	-6.5	nt	nt
CN(C)C(=O)[C@@H]1[C@@H](CO)[C@@H]2Cn3c(ccc(-c4ccccc4F)c3=O)[C@H]1N2C(=O)c1ccncc1
  1.2	12.7	0.3	-2.7	0.7	-17.3	0.5	0.3
O=C(Nc1cccc2ccccc12)c1ccc2sc([C@H]3C[C@H](O)[C@@H](CO)O3)nc2c1
  6.1	nt	-0.2	-2.6	-5.4	-21.4	-0.2	nt
